Assay outcomes as filed in PubChem BioAssay.
Gal4-VP16 FLuc – counter-screen for ROR gamma inhibitors: Gal4-VP16 reporter; 3.5% of 310,000 active; Potency, µM (titrated, usually from 53.6 µM), for the others: top-dose activity, negative = inhibition, hits mostly inhibitors; AID 2546; Drosophila S2 Gal4-VP16 UAS-luciferase, luminescence, 20 h;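 further: Gal4-VP16 expression switched on by copper sulfate through the metallothionein promoter; potency means the concentration at half of the fitted maximal effect; on the % scale 0 is the no-effect control and ±100 the full control effect; nearly all actives have a fitted effect of over 50% in size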
BRCA1 expr act – activators of BRCA1 expression. Potency, µM (titrated, usually from 46.1 µM), for inactives: at the highest dose activation, hits mostly activators. MCF7-BRCA1-FFLuc reporter, luminescence, 48 h; response scale: scaled: vehicle 0%, 10 µM genistein 100%. 1.1% of 380,000 active; further: potency means the concentration at half of the fitted maximal effect; nearly all actives have a fitted effect of over 80% in size; some results filed as inactive show a strong effect at the top dose
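Luminescence from a BRCA1-driven firefly luciferase in MCF7 cells was the read-out, taken 15 min after substrate addition following 48 h compound exposure at 37 °C. Data were normalized to a 10 microM genistein control and DMSO vehicle.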
ELG1 repair inh – ELG1-dependent DNA repair inhibition; 2.3% of 330,000 active; Potency, µM (doses to about 46.1 µM), for inactives: at the top dose activity change, negative = inhibition, most hits filed as inhibitors; HEK293T ELG1-luciferase reporter, luminescence, 16 h; DNA damage induced by 5-fluorouridine; further: potency means the concentration at half of the fitted maximal effect; on the % scale 0 is the no-effect control and ±100 the full control effect; nearly all actives have a fitted effect of over 55% in size
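Quantitative HTS, concentration-response format. 2,000 cells/well co-treated with 5-fluorouridine and compound, 16 hr in 5% CO2 at 37 °C; ONE-Glo luminescence read after 30 min.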
FLuc modulator – firefly luciferase modulation, counter-screen for miR-21 project; P08659; purified FLuc, Km substrates, luminescence inhibition; Potency, µM (series often up to 57.5 µM), inactives show top-dose activity change, negative = inhibition, usual class: inhibitors; 6.9% of 360,000 active; AID 588342;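 further: potency means the concentration at half of the fitted maximal effect; plate controls were vehicle for no effect and reference inhibitor for full effect; nearly all actives have a fitted effect of over 55% in size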
Target sequence (P08659 whole entry, looked up): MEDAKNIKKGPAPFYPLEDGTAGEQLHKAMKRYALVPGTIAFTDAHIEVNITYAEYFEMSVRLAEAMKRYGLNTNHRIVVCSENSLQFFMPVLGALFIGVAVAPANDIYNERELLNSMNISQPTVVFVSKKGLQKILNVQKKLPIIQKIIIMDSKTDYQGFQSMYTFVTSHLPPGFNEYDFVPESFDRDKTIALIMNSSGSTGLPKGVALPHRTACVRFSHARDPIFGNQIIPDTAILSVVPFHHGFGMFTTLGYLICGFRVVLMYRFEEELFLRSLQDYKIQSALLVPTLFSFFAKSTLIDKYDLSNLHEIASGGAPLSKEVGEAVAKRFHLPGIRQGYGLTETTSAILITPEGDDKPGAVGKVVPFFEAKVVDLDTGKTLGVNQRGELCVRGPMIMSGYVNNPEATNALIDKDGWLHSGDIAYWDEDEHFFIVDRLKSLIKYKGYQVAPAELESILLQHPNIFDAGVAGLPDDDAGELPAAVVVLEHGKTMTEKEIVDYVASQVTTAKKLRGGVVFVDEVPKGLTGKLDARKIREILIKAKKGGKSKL
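Purified P. pyralis luciferase, 10 nM final, with Km-level 10 uM D-luciferin and 10 uM ATP in 50 mM Tris acetate pH 7.5, 10 mM Mg acetate, 0.01% Tween-20, 0.05% BSA; 6-point qHTS titration about 60 µM downward; luminescence read.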
Tb PFK block – blocks T. brucei phosphofructokinase. O15648. T. brucei PFK, ADP-Glo luminescence. Potency, µM (series often up to 57.5 µM), inactives show at the top dose activity, negative = inhibition, usual class: inhibitors. 0.17% of 330,000 active. AID 485367;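 further: potency means the concentration at half of the fitted maximal effect; 0% = uninhibited 1x PFK enzyme wells and -100% = no-enzyme wells; nearly all actives have a fitted effect of over 60% in size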
Target sequence (O15648 whole entry, looked up): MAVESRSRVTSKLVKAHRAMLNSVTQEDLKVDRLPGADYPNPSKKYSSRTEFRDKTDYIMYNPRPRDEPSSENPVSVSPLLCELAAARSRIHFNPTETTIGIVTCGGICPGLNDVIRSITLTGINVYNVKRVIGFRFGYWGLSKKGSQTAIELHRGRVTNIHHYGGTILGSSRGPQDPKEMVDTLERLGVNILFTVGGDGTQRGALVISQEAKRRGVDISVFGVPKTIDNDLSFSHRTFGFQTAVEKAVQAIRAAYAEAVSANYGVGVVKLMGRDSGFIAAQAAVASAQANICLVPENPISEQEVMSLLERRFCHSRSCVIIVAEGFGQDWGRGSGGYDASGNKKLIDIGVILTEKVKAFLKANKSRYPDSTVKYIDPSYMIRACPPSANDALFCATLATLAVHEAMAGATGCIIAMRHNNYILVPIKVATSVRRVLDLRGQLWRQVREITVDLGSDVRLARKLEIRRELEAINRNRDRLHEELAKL
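PFK 1.25 nM, F6P 0.5 mM, ATP 0.1 mM, 0.1 M TEA pH 8.0, 5 mM MgCl2, 0.01% Tween20, 0.1% BSA; 45 min RT. ADP-Glo readout. qHTS titration up to 57 uM; curves fitted, compounds curve-classed.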
TRPV1 agonist – human TRPV1 agonism; Q8NER1; TRPV1-expressing cells, Fluo-8 calcium influx, agonist mode; activation, % at 8.33 µM; 0.19% of 320,000 active; AID 540275; in the data active means activation above about 80%; inconclusive means between about 30% and that limit; further: 0% is about no effect
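Fluo-8 calcium influx in TRPV1-expressing cells, kinetic read (ex 480/em 520 nm). Compound added and read 3 min for agonist activity, followed by capsaicin at EC20 final and 2 min further read for enhancement.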
ELG1 genotox – induces genotoxicity in HEK293T cells with luciferase-tagged ELG1 | HEK293T ELG1-luciferase reporter, luminescence, 16 h | Potency, µM (top dose mostly 46 µM), for inactives: top-dose activity change, positive = activation, actives largely listed as activators | 1.3% of 330,000 active | AID 504466; further: potency means the concentration at half of the fitted maximal effect; % of control where 0% means no effect; nearly all actives have a fitted effect of over 60% in size
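Reporter readout depends on ELG1 protein level, which increases with genetic stress. After 16 hr compound exposure at 37 °C, luciferase activity was quantified using ONE-Glo.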
NPC1 promoter act – activates the NPC1 promoter | Huh7 NPC1 promoter luciferase reporter, 24 h | Potency, µM (highest dose often 9.22 µM), for the others: top-dose activation, most hits filed as activators | 2.4% of 320,000 active | AID 485313;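 further: potency means the concentration at half of the fitted maximal effect; % of control where 0% means no effect; nearly all actives have a fitted effect of over 60% in size; reporter is driven by a mutant NPC1 promoter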
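Stably transfected Huh7 (NPC1 promoter→luciferase), 1500 cells/well in Opti-MEM + 10% FBS, 2 h settle, then compound 24 h at 37 °C. Luminescence after 10 min with Amplite reagent.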
p53 reactivation – mutant p53 re-activation in reporter cells. Potency, µM (series often up to 92.2 µM), for the others: at the top dose activity change, positive = activation, hits mostly activators. H1299 p53-A138V BP100-luciferase reporter, luminescence, 24 h. 0.063% of 320,000 active; further: potency means the concentration at half of the fitted maximal effect; % of control where 0% means no effect; nearly all actives have a fitted effect of over 45% in size
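p53-null H1299 cells stably carrying temperature-sensitive p53-A138V and a BP100-luciferase reporter were pinned with compounds (4-point, 1:5 series) and held 24 hrs at 37 deg C. Luminescence was read 10 min after detection reagent.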
Rab9 promoter act – activators of Rab9 promoter | Huh7 Rab9 promoter-luciferase reporter, luminescence, 24 h | Potency, µM (doses to about 9.22 µM), without a hit: top-dose activation, negative = inhibition, most hits filed as activators | 2.8% of 320,000 active; further: potency means the concentration at half of the fitted maximal effect; % of control where 0% means no effect; nearly all actives have a fitted effect of over 60% in size
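Steps: seed 1500 Huh7 Rab9-luc cells per well, rest 2 h at 37 °C; add compound in DMSO; incubate 24 h; add luciferase reagent, 10 min ambient; read luminescence.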
RORgamma inh – ROR gamma (mouse) transcription inhibition | P51450 | Drosophila S2 Gal4-RORgamma UAS-luciferase reporter, 20 h | Potency, µM (top dose mostly 53.6 µM), for inactives: at the highest dose activity change, negative = inhibition, most hits filed as inhibitors | 5.4% of 310,000 active; further: potency means the concentration at half of the fitted maximal effect; on the % scale 0 is the no-effect control and ±100 the full control effect; nearly all actives have a fitted effect of over 60% in size
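Compounds are pin-transferred onto Drosophila Schneider cells expressing a copper-inducible Gal4–ROR gamma transactivation domain fusion. After 1 hr, copper sulfate is added to 700 uM final; luciferase is read 20 hr later.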
Numbers without * were called inactive; ? = inconclusive; · = no result given. Unless noted, the call rests on the fitted dose curve; in most records, active means well fitted curve in the direction sought with a large enough effect; inconclusive means small, poorly fitted or top-dose-only effect, or another doubt; inactive means no such curve, though single readings can be large; an effect the other way counts as inactive or inconclusive.

SMILES | Gal4-VP16 FLuc | BRCA1 expr act | ELG1 repair inh | FLuc modulator | Tb PFK block | TRPV1 agonist | ELG1 genotox | NPC1 promoter act | p53 reactivation | Rab9 promoter act | RORgamma inh
S=c1nc(-c2ccccc2)n(CCCn2ccnc2)c2c1CCCC2 | 0% | 3% | 21% | 0% | -6% | 0 | -1% | 1% | 1% | 0% | -8%
Cc1ccccc1C(=O)NCCNC(=O)c1ccco1 | 2% | 1% | 10% | -1% | 9% | 1 | -4% | -1% | -6% | 0% | 12%
CC(C)CN(C(=O)Cn1c(=O)cnc2ccccc21)C1CCS(=O)(=O)C1 (centres undefined) | · | -4% | ? | -2% | 0% | -1 | 2% | 1% | 1% | 1% | ·
COc1cc(CCC(=O)OCC(=O)Nc2ccccc2F)cc(OC)c1OC | -18% | -9% | ? | -2% | -3% | -6 | 6% | -1% | 7% | -2% | 20%
Cc1ccc(-n2c(Cc3cccn3C)nnc2SCC(=O)NC2CCCCC2)cc1 | 8% | -27% | 5% | 2% | 10% | -1 | -1% | 0% | -1% | 1% | 13%
Cc1ccc(-c2nnn(CC(=O)Nc3cccc4c3CCCC4)n2)o1 | 5% | -23% | 1% | 1% | 0% | -4 | 5% | 6% | 8% | 6% | 15%
COc1ccc(CCNS(=O)(=O)c2c(C)nc3scc(C)n3c2=O)cc1OC | 1% | -20% | 0% | -3% | -3% | -2 | 2% | -3% | -2% | 0% | 0%
CC(Oc1cc2oc(=O)c3c(c2cc1Cl)CCCC3)C(=O)NCC1CCC(C(=O)O)CC1 (centres undefined) | 9% | -14% | 10% | 3% | 2% | 1 | 5% | -3% | 4% | -1% | 31%
Cc1cc(S(=O)(=O)N2CCOCC2)ccc1OCC(=O)Nc1cccc(C(F)(F)F)c1 | -8% | -11% | ? | 4% | 5% | 0 | 10% | -3% | -4% | 5% | -13%
CC(C)c1ccc(N(C)C(=O)Cc2c(C(=O)O)n(C)c3ccccc23)cc1 | 1% | -17% | 3% | 4% | 1% | 2 | 0% | -3% | -6% | -1% | 30%
Nc1c(C(=O)c2ccc(Cl)cc2)sc2nc3c(cc12)CCC3 | ? | ? | ? | ? | 8% | ? | ? | ? | ? | ? | ?
CCNC(=O)C(Cc1ccccc1)NC(=O)OCc1ccccc1 (centres undefined) | 5% | 4% | 12% | -1% | 4% | 10 | 5% | -4% | 2% | 0% | 4%
COc1cc(/C=C2/SC(=S)N(CCC(=O)Nc3ccccc3)C2=O)cc(OC)c1OC | -21% | -30% | ? | -3% | -1% | 6 | 4% | 4% | -12% | -7% | -43%
CC1(C)Cc2c(C#N)c(N3CCCC3)nc(-c3ccco3)c2CO1 | 3% | · | ? | 1% | -3% | · | -7% | 2% | 13% | 3% | -18%
O=C(Cn1cnc2ccccc2c1=O)NNC(=O)c1cccc([N+](=O)[O-])c1 | · | 4% | 12% | -2% | 28% | 0 | 0% | -3% | -5% | 4% | ·
Cc1cc(C2=NNC(=NCCc3ccccc3)SC2)c(C)n1CC1CCCO1 (centres undefined) | -7% | 47% | ? | 15µM* | 10% | 1 | 8% | 30% | -1% | ? | 24%
CCc1nc2ccccc2c(C(=O)OCC(=O)N(C)Cc2ccccc2)c1C | · | 10% | -56% | · | 4% | · | -6% | · | -2% | · | ·
CCNc1cc(Nc2c(C)n(C)n(-c3ccccc3)c2=O)c([N+](=O)[O-])c2nonc12 | -2% | 5% | -1% | 4% | 1% | 1 | -1% | 1% | 17% | -5% | 25%
Cc1sc2ncnc(N/N=C/c3ccccc3O)c2c1C | 16µM* | -81% | ? | 21µM* | -1% | ? | ? | 6% | ? | -12% | 7.9µM*
C=CCN(c1ccccc1)S(=O)(=O)c1cccc(C(=O)NCC2CCCO2)c1 (centres undefined) | 8% | -6% | 3% | 3% | 3% | 18 | -5% | -3% | 17% | 0% | 6%
Cc1cc(C)cc(NCc2cc(=O)oc3cc(C)c(O)cc23)c1 | ? | -66% | -13% | 5% | 0% | 21 | -5% | -1% | 4% | 5% | 3%
CC1CCN(c2ccc(-c3cccc(NC(=O)c4ccco4)c3)nn2)CC1 | · | 10% | ? | 0.15µM* | -9% | 15 | 0.52µM* | 1.3µM* | 14% | 1µM* | ·
CC(=O)Nc1ccc(N(C(=O)c2ccco2)C(C(=O)NC2CCCCC2)c2ccccc2)cc1 (centres undefined) | -8% | -45% | 17% | -5% | 1% | 4 | 15% | 1% | 4% | 0% | -9%
O=C1NC2(Nc3ccccc31)C(=O)Nc1ccc(Br)cc12 (centres undefined) | 7% | -51% | -2% | 4% | -3% | 4 | -10% | 10% | -2% | -1% | 11%
Cc1ccc(N2C(N)=NC(N)=NC23CCCC3)c(C)c1 | -3% | -2% | 0% | 3% | -1% | 3 | 1% | 0% | -2% | -10% | -5%

Brought forward from above: 2 compounds, followed by the next part.
SMILES | Gal4-VP16 FLuc | BRCA1 expr act | ELG1 repair inh | FLuc modulator | Tb PFK block | TRPV1 agonist | ELG1 genotox | NPC1 promoter act | p53 reactivation | Rab9 promoter act | RORgamma inh
O=C1NC2(Nc3ccccc31)C(=O)Nc1ccc(Br)cc12 (centres undefined) | 7% | -51% | -2% | 4% | -3% | 4 | -10% | 10% | -2% | -1% | 11%
Cc1ccc(N2C(N)=NC(N)=NC23CCCC3)c(C)c1 | -3% | -2% | 0% | 3% | -1% | 3 | 1% | 0% | -2% | -10% | -5%
COc1ccc(OCC(=O)NNC(=O)c2cccs2)cc1 | 3% | 55% | -1% | -2% | -4% | 2 | 0% | -3% | -1% | 7% | -4%
CC1=NN(C(C#N)c2ccccc2C)C(c2ccccc2)C1 (centres undefined) | 2% | -9% | 3% | -2% | 3% | 4 | 5% | 1% | · | -1% | -21%
COc1ccc(CNC(=S)Nc2cccc(F)c2)cc1 | 6.3µM* | 54% | -4% | -6% | 2% | 88* | -6% | 4% | 15% | 10% | 10µM*
Cc1ccc(C(=O)OCC(=O)c2ccccc2)cc1 | 9% | ? | ? | 1.9µM* | -2% | 3 | 0.58µM* | 0.32µM* | ? | 0.56µM* | 3%
COCC(C)n1c(SCC(=O)NC(=O)NC2CCCC2)nc2ccccc2c1=O (centres undefined) | · | -8% | -12% | 4% | 2% | 4 | -1% | 18% | ? | -5% | ·
O=C(NN1C(=O)C2C3C=CC(O3)C2C1=O)c1cccc(Br)c1 (centres undefined) | 5% | 4% | 6% | -10% | 16% | 3 | 4% | -1% | 10% | 9% | 22%
COc1ccc(-c2oc(=O)c3cc(OC)c(OC)cc3c2C#C[C@]2(O)CC[C@H]3[C@@H]4CCc5cc(OC)ccc5[C@H]4CC[C@@]32C)cc1 | · | -1% | 19% | · | 8% | · | 3% | · | 4% | · | ·
COc1cc(NS(=O)(=O)c2ccc(F)cc2)c(C(=O)O)cc1OC | -8% | 0% | -2% | -5% | 0% | -1 | -3% | 0% | -11% | -1% | 31%
Cc1cccc(NC(=O)CCC2CCN(Cc3nccs3)CC2)c1 | 4% | -18% | 2% | -1% | -22% | 0 | 1% | -1% | -5% | 2% | 1%
COc1ccccc1NC(=O)C(C)NC(c1ccccc1)c1ccccc1 (centres undefined) | -6% | -34% | -14% | 4% | 2% | ? | -2% | -1% | -7% | 3% | -2%
O=C(Nc1ccnn1C1CCN(Cc2ccc(CO)o2)CC1)c1ccccc1Cl | 2% | -6% | -4% | 4% | -2% | -1 | 2% | 2% | -13% | -2% | -18%
CC(=O)c1ccccc1OCC(O)CN1CCN(c2ccccn2)CC1 (centres undefined) | -10% | -9% | -3% | 1% | -4% | 0 | -5% | 4% | 0% | -4% | ?
CC(=O)c1c(C)n(-c2cccc(Cl)c2)c2ccc(O)cc12 | 3% | -4% | ? | -4% | -15% | -4 | -5% | -2% | -8% | -5% | -7%
COc1ccccc1CNC(=O)C(=O)NCC1OCCCN1S(=O)(=O)c1cccs1 (centres undefined) | -12% | 8% | 2% | 2% | 2% | 1 | -3% | -3% | -12% | 8% | -3%
COc1ccc(S(=O)(=O)N(C)C[C@@H]2Oc3ccc(NS(C)(=O)=O)cc3C(=O)N([C@@H](C)CO)C[C@H]2C)cc1 | · | -10% | ? | · | 3% | · | 2% | · | 1% | · | ·
CCC(=O)c1ccc(OC(=O)C2CCN(C3=NS(=O)(=O)c4ccccc43)CC2)cc1 | · | 1% | 6% | 0% | 0% | -4 | 3% | -2% | 3% | -4% | ·
Cc1cc(C)n(-c2ccc3nnc(C)n3n2)n1 | 4% | -15% | ? | 4% | 1% | 1 | ? | -2% | -1% | 7% | -19%
CC(C)(C)C(=O)Nc1ccnn1C1CCN(C(=O)c2ccc(Cl)cc2F)CC1 | -17% | -11% | -6% | -6% | -1% | 1 | -2% | 0% | 3% | 9% | 13%
